NFkB transloc inh: inhibitors of IL-1B driven NFkB p65 nuclear import, primary screen, imaging, HUVEC, IL-1B stimulus, high-content imaging | HUVEC IL-1B NFkB p65 nuclear translocation imaging | 94,000 compounds, 0.43% hits | AID 796, 2007 | inhibition, % at 2 µM;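 active = inhibition above about 30% together with a positive call from visual inspection of the well image, limit read from the data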;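 note: nuclear over cytoplasmic p65 intensity ratio measured by imaging; 0% = IL-1B stimulated DMSO wells and 100% = unstimulated DMSO wells; values of inactives mirror those of a sister screen read the other way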
Bcl-B displacement: displacers of TR3 peptide from Bcl-B, primary screen, selectivity assay for Bfl-1 inhibitor project, biochemical, fluorescence polarization; FP displacement of FITC-TR3 peptide from Bcl-B; higher % means a stronger effect; displacement, % at 20 µM; hits with a dose series show IC50 in µM; 96,000 compounds, 0.11% hits;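 active = displacement above 50% at 20 µM plus a fluorescence interference ratio under 1.5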;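 note: plate controls were wells without compound for no effect and wells lacking Bcl-B protein for full effect; a part of the inactive calls stands beside numbers as strong as those of hits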
PLAP inhibition: PLAP enzyme inhibitors, biochemical, luminescence, HTS (AID 690); 96,000 compounds, 0.08% hits; Alkaline phosphatase, placental type (Homo sapiens); purified PLAP, luminescent substrate; higher % means a stronger effect; inhibition, % at 20 µM; hits with a dose series show IC50 in µM; in the data active = a potency from the dose series; inactive = the rest, 99 in 100 with inhibition below about 30%; note: strong numbers were not always called active
MRP reversal: reversal of MRP1-mediated doxorubicin resistance, primary screen, H69AR cells, doxorubicin co-treatment. differential viability (reversal), % at 10 µM. H69AR cells + 2 uM doxorubicin, CellTiter-Glo, 72 h. AID 602, 2007. 85,000 compounds, 0.04% hits;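 active = viability drop by adding the cancer drug above about 55%, with treated viability meeting a 40% cutoff, limit read from the data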;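 note: viability without doxorubicin minus viability with 2 µM doxorubicin for each compound; larger differential means the compound sensitizes cells more to doxorubicin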
IL1B NFkB pot: enhancers of NFkB p65 translocation in HUVEC – imaging, IL-1B stimulus, high-content imaging, primary screen; HUVEC IL-1B NFkB p65 nuclear translocation imaging; activation, % at 2 µM; 94,000 compounds, 0.3% hits; AID 819, 2007;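 active = activation above 40%, about the mean plus 3 SD, also judged a hit on visual image review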;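 note: percent activation is computed from the nuclear over cytoplasmic p65 intensity ratio; values of inactives mirror those of a sister screen read the other way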
MRP reversal cytotoxicity: further read-out of MRP reversal, marked with its call; viability, %; H69AR cells, CellTiter-Glo, 72 h; measured here: cytotoxicity without doxorubicin
MRP reversal with doxorubicin: recorded beside MRP reversal, whose call it bears; viability, %; measured here: viability with 2 uM doxorubicin; active compounds read low
NFkB transloc inh cell count 2 µM: second read-out of NFkB transloc inh, no call of its own (marks repeat the call); cell count; measured here: cells passing quality filter;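 raw number of nuclei counted in each imaged well without normalization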
IL1B NFkB pot cell count 2 µM: also measured in IL1B NFkB pot; calls as there; cell count; measured here: cells passing quality filter
Numbers without * were called inactive. A portion of the library; rates above refer to the full screens.

COc1ccc(C(CC(=O)c2ccccc2)S(=O)(=O)c2ccc(C)cc2)cc1 (configuration not stated) was read as NFkB transloc inh -69.2, Bcl-B displacement -2.7%, PLAP inhibition -6.1%, IL1B NFkB pot 69.2*, NFkB transloc inh cell count 2 µM 142 and IL1B NFkB pot cell count 2 µM 142*.
Screening COc1cc2c(cc1NC(=O)CCCN1C(=O)CCC1=O)oc1ccccc12 returned NFkB transloc inh -6.8, Bcl-B displacement 3.0%, PLAP inhibition -51.7%, MRP reversal 0.1, IL1B NFkB pot 6.8, MRP reversal cytotoxicity 81.1, MRP reversal with doxorubicin 81.1, NFkB transloc inh cell count 2 µM 95 and IL1B NFkB pot cell count 2 µM 95.
For O=C(CSc1nnc(-c2cccnc2)n1Cc1ccccc1)NCc1ccccc1 the results were NFkB transloc inh 4.7, MRP reversal 2.3, IL1B NFkB pot -4.7, MRP reversal cytotoxicity 86.2, MRP reversal with doxorubicin 84.0, NFkB transloc inh cell count 2 µM 60 and IL1B NFkB pot cell count 2 µM 60.
For CNC(=O)COC(=O)c1ccccc1Oc1ccccc1 the results were NFkB transloc inh -9.4, Bcl-B displacement -4.0%, PLAP inhibition 9.2%, MRP reversal 15.6, IL1B NFkB pot 9.4, MRP reversal cytotoxicity 94.8, MRP reversal with doxorubicin 79.2, NFkB transloc inh cell count 2 µM 182 and IL1B NFkB pot cell count 2 µM 182.
`CCCC1(C(=O)O)NC(c2ccccc2O)C2C(=O)N(Cc3ccccc3)C(=O)C21` (configuration not stated) gave NFkB transloc inh 12.9, Bcl-B displacement 8.2%, PLAP inhibition -38.2%, MRP reversal -12.8, IL1B NFkB pot -12.8, MRP reversal cytotoxicity 92.9, MRP reversal with doxorubicin 105.7, NFkB transloc inh cell count 2 µM 34 and IL1B NFkB pot cell count 2 µM 34.
For CC1(C)CC(CC(=O)Nc2ccc([N+](=O)[O-])cc2)C(=O)O1 (configuration not stated) the results were NFkB transloc inh -4.6, Bcl-B displacement -6.9%, PLAP inhibition 8.0%, IL1B NFkB pot 4.6, NFkB transloc inh cell count 2 µM 169 and IL1B NFkB pot cell count 2 µM 169.
CCOC(=O)c1ccc(N2C(=O)C(O)=C(C(C)=O)C2c2ccc(O)c(OC)c2)cc1 (configuration not stated) was read as Bcl-B displacement 0.8%, PLAP inhibition -2.1%, MRP reversal 12.7, MRP reversal cytotoxicity 87.2 and MRP reversal with doxorubicin 74.6.
O=C(CCCn1c(=O)oc2ccccc21)N1CCc2ccccc2C1 was read as NFkB transloc inh -36.1, Bcl-B displacement -2.1%, PLAP inhibition -42.1%, MRP reversal 1.1, IL1B NFkB pot 36.1, MRP reversal cytotoxicity 94.4, MRP reversal with doxorubicin 93.4, NFkB transloc inh cell count 2 µM 123 and IL1B NFkB pot cell count 2 µM 123.
`Cc1ccccc1C(=O)c1cccn1CC(=O)NCc1ccc2c(c1)OCO2` gave NFkB transloc inh -12.9, Bcl-B displacement -0.3%, PLAP inhibition 27.2%, MRP reversal -3.2, IL1B NFkB pot 12.9, MRP reversal cytotoxicity 89.5, MRP reversal with doxorubicin 92.7, NFkB transloc inh cell count 2 µM 187 and IL1B NFkB pot cell count 2 µM 187.
For CCOC(=O)C1(CCSC)NC(c2ccco2)C2C(=O)N(C)C(=O)C21 (configuration not stated) the results were NFkB transloc inh -4.1, Bcl-B displacement -3.8%, PLAP inhibition -10.0%, MRP reversal 20.2, IL1B NFkB pot 4.1, MRP reversal cytotoxicity 98.1, MRP reversal with doxorubicin 77.9, NFkB transloc inh cell count 2 µM 89 and IL1B NFkB pot cell count 2 µM 89.
`O=C(COc1ccccc1)NCc1cccs1` gave NFkB transloc inh 5.8, Bcl-B displacement 1.6%, PLAP inhibition 11.4%, MRP reversal -2.3, IL1B NFkB pot -5.8, MRP reversal cytotoxicity 90.6, MRP reversal with doxorubicin 92.9, NFkB transloc inh cell count 2 µM 161 and IL1B NFkB pot cell count 2 µM 161.
For O=C(NCC(c1cccs1)N1CCOCC1)c1ccc(Cl)s1 (configuration not stated) the results were NFkB transloc inh 13.4, Bcl-B displacement -4.8%, PLAP inhibition -8.9%, MRP reversal -30.7, IL1B NFkB pot -13.4, MRP reversal cytotoxicity 17.6, MRP reversal with doxorubicin 48.3, NFkB transloc inh cell count 2 µM 72 and IL1B NFkB pot cell count 2 µM 72.
`Cc1cccc(N(CC(=O)Nc2c(C)n(C)n(-c3ccccc3)c2=O)S(C)(=O)=O)c1C` gave NFkB transloc inh -4.7, Bcl-B displacement 5.7%, PLAP inhibition -12.3%, MRP reversal -7.4, IL1B NFkB pot 4.7, MRP reversal cytotoxicity 84.6, MRP reversal with doxorubicin 91.9, NFkB transloc inh cell count 2 µM 43 and IL1B NFkB pot cell count 2 µM 43.
`Cc1cc(NC(=O)CSc2nc(C3CCCCC3)nc3ccccc23)no1` gave NFkB transloc inh -5.2, Bcl-B displacement -5.3%, PLAP inhibition 14.3%, MRP reversal 1.1, IL1B NFkB pot 5.2, MRP reversal cytotoxicity 19.6, MRP reversal with doxorubicin 18.5, NFkB transloc inh cell count 2 µM 168 and IL1B NFkB pot cell count 2 µM 168.
Screening Cc1cc(C)cc(OCC(=O)NCCN2CCOCC2)c1 returned NFkB transloc inh -7.3, Bcl-B displacement -4.7%, PLAP inhibition -31.4%, MRP reversal 0.9, IL1B NFkB pot 7.2, MRP reversal cytotoxicity 89.5, MRP reversal with doxorubicin 88.5, NFkB transloc inh cell count 2 µM 194 and IL1B NFkB pot cell count 2 µM 194.
For CCCCOC(=O)n1ccc(C(=O)Nc2ccccc2OC)n1 the results were NFkB transloc inh -4.1, Bcl-B displacement -13.0%, PLAP inhibition 6.3%, MRP reversal -1.1, IL1B NFkB pot 4.1, MRP reversal cytotoxicity 77.3, MRP reversal with doxorubicin 78.4, NFkB transloc inh cell count 2 µM 101 and IL1B NFkB pot cell count 2 µM 101.
CC1(C)C(c2ccccc2)=[N+]([O-])C2(CCCCC2=O)N1O (configuration not stated) was read as NFkB transloc inh -7.6, MRP reversal -9.3, IL1B NFkB pot 7.6, MRP reversal cytotoxicity 83.8, MRP reversal with doxorubicin 93.1, NFkB transloc inh cell count 2 µM 135 and IL1B NFkB pot cell count 2 µM 135.
`Cc1cccc(-n2c(O)c(C=Nc3c(C)n(C)n(-c4ccccc4)c3=O)c3ccccc3c2=O)n1` gave NFkB transloc inh -33.2, Bcl-B displacement -14.4%, PLAP inhibition -25.6%, MRP reversal 12.7, IL1B NFkB pot 33.2, MRP reversal cytotoxicity 106.1, MRP reversal with doxorubicin 93.4, NFkB transloc inh cell count 2 µM 136 and IL1B NFkB pot cell count 2 µM 136.
O=c1c2c(n3cnnc3n1C1CCCCC1)-c1ccccc1CC21CCCCC1 was read as NFkB transloc inh 9.1, MRP reversal 16.1, IL1B NFkB pot -9.1, MRP reversal cytotoxicity 63.5, MRP reversal with doxorubicin 47.4, NFkB transloc inh cell count 2 µM 107 and IL1B NFkB pot cell count 2 µM 107.
CCC(CC)C(=O)N1CC(=O)Nc2ccc(Br)cc2C1c1ccccc1 (configuration not stated) was read as NFkB transloc inh 2.7, Bcl-B displacement 0.1%, PLAP inhibition 7.1%, MRP reversal 1.0, IL1B NFkB pot -2.7, MRP reversal cytotoxicity 87.0, MRP reversal with doxorubicin 86.0, NFkB transloc inh cell count 2 µM 45 and IL1B NFkB pot cell count 2 µM 45.
For CC(=O)c1ccc(NC2c3ncccc3C(=O)N2Cc2ccc(F)cc2)cc1 (configuration not stated) the results were NFkB transloc inh -23.7, Bcl-B displacement 4.3%, PLAP inhibition 2.8%, MRP reversal 14.2, IL1B NFkB pot 26.3, MRP reversal cytotoxicity 97.2, MRP reversal with doxorubicin 83.0, NFkB transloc inh cell count 2 µM 55 and IL1B NFkB pot cell count 2 µM 55.
COc1ccc(NC(=O)CSc2nnc(CCC(=O)Nc3ccc(C)c(Cl)c3)n2C)cc1 was read as NFkB transloc inh -4.6, Bcl-B displacement 0.0%, PLAP inhibition -8.0%, IL1B NFkB pot 4.6, NFkB transloc inh cell count 2 µM 105 and IL1B NFkB pot cell count 2 µM 105.
COc1cc(N2CCOCC2)ncn1 was read as NFkB transloc inh -1.2, Bcl-B displacement 2.9%, PLAP inhibition 8.1%, MRP reversal 5.2, IL1B NFkB pot 1.2, MRP reversal cytotoxicity 97.3, MRP reversal with doxorubicin 92.2, NFkB transloc inh cell count 2 µM 160 and IL1B NFkB pot cell count 2 µM 160.
`Cn1cccc1Cc1nnc(SCC(=O)NCc2ccco2)n1CCc1ccccc1` gave NFkB transloc inh -20.2, Bcl-B displacement -4.2%, PLAP inhibition -28.5%, MRP reversal 9.9, IL1B NFkB pot 20.2, MRP reversal cytotoxicity 95.7, MRP reversal with doxorubicin 85.8, NFkB transloc inh cell count 2 µM 47 and IL1B NFkB pot cell count 2 µM 47.
O=C1CC(c2ccco2)CC(O)=C1C=NCC1CCNCC1 (configuration not stated) was read as Bcl-B displacement -2.2%, PLAP inhibition -0.8%, MRP reversal 5.2, MRP reversal cytotoxicity 92.1 and MRP reversal with doxorubicin 86.8.
For COc1ccc(C(C(=O)NC2CCCC2)N2CCc3ccccc32)cc1 (configuration not stated) the results were Bcl-B displacement 2.7%, PLAP inhibition -13.3%, MRP reversal 14.7, MRP reversal cytotoxicity 82.8 and MRP reversal with doxorubicin 68.1.
For O=[N+]([O-])c1ccc(OC/C=C2\Oc3ccc([N+](=O)[O-])cc3C2N2CCOCC2)cc1 (configuration not stated) the results were NFkB transloc inh 8.5, Bcl-B displacement -3.0%, PLAP inhibition -27.0%, IL1B NFkB pot -8.5, NFkB transloc inh cell count 2 µM 113 and IL1B NFkB pot cell count 2 µM 113.
Screening COc1ccccc1Oc1ccc(S(=O)(=O)N2CCCC2)cc1 returned NFkB transloc inh -0.7, Bcl-B displacement -0.1%, PLAP inhibition 13.8%, MRP reversal -2.1, IL1B NFkB pot 0.7, MRP reversal cytotoxicity 75.7, MRP reversal with doxorubicin 77.8, NFkB transloc inh cell count 2 µM 154 and IL1B NFkB pot cell count 2 µM 154.
CCOc1ccccc1N(C(=O)CNC(=O)c1ccco1)C(C(=O)NC1CCCC1)c1cccnc1 (configuration not stated) was read as NFkB transloc inh 6.3, Bcl-B displacement -1.0%, PLAP inhibition -37.3%, MRP reversal -1.4, IL1B NFkB pot -6.2, MRP reversal cytotoxicity 87.3, MRP reversal with doxorubicin 88.7, NFkB transloc inh cell count 2 µM 91 and IL1B NFkB pot cell count 2 µM 91.
For CCc1ccc(CCC(=O)Nc2ccc(C(C)=O)cc2)o1 the results were NFkB transloc inh -13.8, MRP reversal -5.5, IL1B NFkB pot 13.8, MRP reversal cytotoxicity 84.0, MRP reversal with doxorubicin 89.4, NFkB transloc inh cell count 2 µM 123 and IL1B NFkB pot cell count 2 µM 123.
CC1=CS/C(=C(/C#N)C(=O)N2CCCCC2)N1c1ccccc1 was read as NFkB transloc inh -3.8, Bcl-B displacement 8.3%, PLAP inhibition 10.6%, MRP reversal 5.2, IL1B NFkB pot 3.8, MRP reversal cytotoxicity 95.7, MRP reversal with doxorubicin 90.5, NFkB transloc inh cell count 2 µM 82 and IL1B NFkB pot cell count 2 µM 82.

Of the compounds above, these contain a Cl atom.
For O=C(NCC(c1cccs1)N1CCOCC1)c1ccc(Cl)s1 (configuration not stated) the results were NFkB transloc inh 13.4, Bcl-B displacement -4.8%, PLAP inhibition -8.9%, MRP reversal -30.7, IL1B NFkB pot -13.4, MRP reversal cytotoxicity 17.6, MRP reversal with doxorubicin 48.3, NFkB transloc inh cell count 2 µM 72 and IL1B NFkB pot cell count 2 µM 72.
COc1ccc(NC(=O)CSc2nnc(CCC(=O)Nc3ccc(C)c(Cl)c3)n2C)cc1 was read as NFkB transloc inh -4.6, Bcl-B displacement 0.0%, PLAP inhibition -8.0%, IL1B NFkB pot 4.6, NFkB transloc inh cell count 2 µM 105 and IL1B NFkB pot cell count 2 µM 105.
